# OX1R antag-1 = blocks the human orexin 1 receptor. O43613. CHO/OX1R cells, Fluo-8 calcium fluorescence, orexin A. inhibition, % at 5 µM. 330,000 compounds, 0.43% hits. AID 434989;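 active means inhibition above its plate's threshold, mean inhibition of all tested compounds on the plate plus 3 SD, cut at about 37% in these data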;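 further: 0% = orexin A challenge wells and 100% = SB-334867-A antagonist wells; not every result past the cut was called active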
# Target sequence (O43613 whole entry, looked up): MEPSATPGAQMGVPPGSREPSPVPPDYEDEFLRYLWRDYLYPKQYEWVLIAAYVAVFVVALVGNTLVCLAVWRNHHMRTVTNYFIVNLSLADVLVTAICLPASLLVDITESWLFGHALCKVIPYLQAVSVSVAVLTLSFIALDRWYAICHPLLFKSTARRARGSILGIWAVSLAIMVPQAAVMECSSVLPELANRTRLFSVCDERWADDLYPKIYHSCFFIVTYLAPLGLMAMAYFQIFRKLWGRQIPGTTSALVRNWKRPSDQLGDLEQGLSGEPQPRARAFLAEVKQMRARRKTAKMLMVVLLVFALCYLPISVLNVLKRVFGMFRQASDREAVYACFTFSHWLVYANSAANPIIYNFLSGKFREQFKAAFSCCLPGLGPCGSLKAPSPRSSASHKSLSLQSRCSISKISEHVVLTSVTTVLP
# OX1R antag-2 = antagonists of human orexin 1 receptor (OX1R); O43613; OX1R-expressing cells, FRET antagonist read-out; inhibition, % at 6.6 µM; 330,000 compounds, 1.8% hits; AID 485270; in the data active means inhibition mostly above about 38%, no sharp cut-off; inactive means mostly below about 40%;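 further: 0% = agonist challenge alone and 100% = reference antagonist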
# Active calls of the source: *. Random draw from the library; about 2% have a hit in one of these screens.
SMILES,OX1R antag-1,OX1R antag-2
COc1cccc(-n2cc3c(c2-c2ccccc2)c(=O)n(C)c(=O)n3C)c1,-37,34
O=C(NC(Cc1ccccc1)C(=O)O)/C(=C\c1ccco1)NC(=O)c1ccc(Br)cc1 (stereo unspecified),-3,32
COc1ccc(CNC(=O)COc2ccc([N+](=O)[O-])cc2)cc1,-15,5
COC(=O)c1nnn(-c2nonc2N)c1CSc1nnc(N)s1,5,9
O=C(O)/C(=C\c1ccco1)NC(=O)c1ccc(Br)o1,-12,4
COc1ccc(N2CCN(CC(=O)Nc3ccc(-n4cnnn4)cc3)CC2)cc1,1,-7
CC1CCCN(C(=O)CCS(=O)(=O)c2ccc3c(c2)n(C)c(=O)c(=O)n3C)C1 (stereo unspecified),2,5
CC(=O)C(Cc1ccccc1)NC(=O)CCl (stereo unspecified),-4,7
COC(=O)C(C)Sc1nc2c(cnn2-c2ccc(C)cc2)c(=O)[nH]1 (stereo unspecified),-13,42
C/C(=N\NC(=O)c1ccc2c(c1)OCCO2)c1ccccc1,0,6
CCN(CC(O)c1cccc(O)c1)C(=O)C12CC3CC(CC(C3)C1)C2 (stereo unspecified),-34,3
COC(=O)Cc1c(C)c2c(OCc3nn[nH]n3)cc(C)cc2oc1=O,-3,14
COc1ccc(C2SCCN2S(=O)(=O)c2ccccc2)cc1 (stereo unspecified),-4,24
CN(C)CCCNC(=S)Nc1ccc(Br)cc1,-12,5
CNc1nc(N(C)C)nc(N(C)C)n1,4,7
COc1ccc(C2CC(c3c(-c4ccccc4)c4cc(Cl)ccc4[nH]c3=O)=NN2S(C)(=O)=O)cc1OC (stereo unspecified),-41,26
COc1ccc(NC(=O)c2ccc(-c3csc(C)n3)cc2)cc1,-24,-2
O=C(O)c1cc(O)c2c(c1)C(=O)c1cccc(O)c1C2=O,-13,30
CCCSc1nsc(NC(=O)CC)n1,-25,16
O=C(COc1ccc2c3c(c(=O)oc2c1)CCC3)c1ccc2c(c1)OCO2,-12,5
O=C(COC(=O)c1ccc(S(=O)(=O)N2CCCC2)cc1)Nc1ccc(Cl)cc1,14,0
COCCn1cnc2c1c(=O)n(CC(=O)NCC(F)(F)F)c(=O)n2Cc1ccccc1,-6,10
O=c1c(N2CCOCC2)nsn1Cc1ccccc1,-6,16
COc1ccccc1NC(=O)C1=C(C)Nc2nnnn2C1c1ccccn1 (stereo unspecified),-21,11
CCN(Cc1ccc(C#CCCO)cc1)CC1CCCN(CCc2cccc(OC)c2)C1 (stereo unspecified),-29,10

# An excerpt of these results, with two lines to a compound:
# Each structure is followed by: OX1R antag-1 | OX1R antag-2
COc1ccc(NC(=O)c2ccc(-c3csc(C)n3)cc2)cc1
 : -24 | -2
O=C(O)c1cc(O)c2c(c1)C(=O)c1cccc(O)c1C2=O
 : -13 | 30
CCCSc1nsc(NC(=O)CC)n1
 : -25 | 16
O=C(COc1ccc2c3c(c(=O)oc2c1)CCC3)c1ccc2c(c1)OCO2
 : -12 | 5
O=C(COC(=O)c1ccc(S(=O)(=O)N2CCCC2)cc1)Nc1ccc(Cl)cc1
 : 14 | 0
COCCn1cnc2c1c(=O)n(CC(=O)NCC(F)(F)F)c(=O)n2Cc1ccccc1
 : -6 | 10

# (next part)
SMILES,OX1R antag-1,OX1R antag-2
O=C(CSc1n[nH]c(-c2cccnc2)n1)OC1CCCCC1,-12,8
C=CCNc1cnn(-c2ccccc2)c(=O)c1Cl,3,12
Cc1ccnc2nc(C(=O)OCC(=O)N3CCc4ccccc43)nn12,-6,9
O=C(Cn1nnc2c(cnn2-c2ccc(F)cc2)c1=O)Nc1ccccc1C(F)(F)F,-31,13
CCCCn1c(N)c(N(CCC(C)C)C(=O)C2CC(=O)N(c3ccc4c(c3)OCCO4)C2)c(=O)[nH]c1=O (stereo unspecified),-14,11
Cc1[nH]c(C)c(S(=O)(=O)NCCc2ccc(S(N)(=O)=O)cc2)c1C(=O)N1CCCC1,-11,-3
NC(N)=Nc1nc2ccc(Cl)cc2c(=O)[nH]1,8,9
CCCC[C@@H]1C[C@H]1[C@@H](NC(=O)c1ccco1)c1ccccc1C(F)(F)F,-20,36
Fc1cc2[nH]c(=S)[nH]c2cc1Cl,-10,6
COc1ccc(CNC(=S)N2CCN(Cc3ccccc3)CC2)cc1,-8,1
Cc1ccc(C(=O)N2CCCC(N3CCN(c4cccc(C(F)(F)F)c4)CC3)C2)s1 (stereo unspecified),-38,3
O=C(Nc1ccc(Cl)cc1)N1CCc2ccccc2C1,-21,27
O=C(Nc1cccc(-c2nc3cccnc3s2)c1)c1cccnc1Cl,-13,39
Cc1cc(-c2n[nH]c(=S)n2/N=C/c2cccc([N+](=O)[O-])c2)n[nH]1,-5,23
COc1ccc(NC2CCCN(C(=O)CCc3cn[nH]c3)C2)cc1 (stereo unspecified),0,34
CC(C)(C)c1ccccc1OCCCCN1CCCC1,-27,20
COc1cccc(N2CCN(C(=O)CN3C(=O)NC4(CCCC4)C3=O)CC2)c1,-27,8
COc1cccc(/C=N/Nc2nc3ccccc3[nH]2)c1OC,-45,11
Cc1ccc(CNC(=O)C(=O)NCC2OCCN2C(=O)c2ccc(Cl)cc2)cc1 (stereo unspecified),-36,6
COC(=O)/C(=N/Nc1ccccc1C)N1CCCc2ccccc21,-10,10
COc1ccccc1-n1c(=O)c2c3c(sc2n2c(SC)nnc12)CCC3,-12,11
Clc1ccc(Oc2cnns2)c(Cl)c1,0,27
Cc1ccc(SC(C)C(=O)Nc2c(C)n(C)n(-c3ccccc3)c2=O)cc1 (stereo unspecified),-15,7
CCN(C[C@H]1N[C@@](CC)(C(=O)OC)[C@H]2C(=O)N(Cc3ccccc3)C(=O)[C@@H]12)C(=O)Nc1ccc(Cl)cc1,-33,1
CC(C)N1C(=O)/C(=C\c2nc3ccccc3c(=O)[nH]2)c2ccccc21,-17,16

# (next part)
SMILES,OX1R antag-1,OX1R antag-2
Cc1cc(-c2ccc(C)c(S(=O)(=O)NCC3CCN(Cc4ccccc4F)CC3)c2)on1,-27,18
COC(=O)c1cccc(NC(=O)CSc2nc(C)cc(=O)[nH]2)c1,-5,9
Cc1ccc[n+](CC(=O)Nc2nc3ccccc3s2)c1,-6,16
CCc1[nH]nc(C(=O)N2CCCC(Nc3cccc(F)c3)C2)c1C (stereo unspecified),-11,7
O=C(CC1CCCCC1)Nc1nc2ccccc2s1,-22,22
COc1ccc(-c2cc(NC(=O)c3cncn3-c3ccccc3)ccc2OC)cc1,-4,10
COc1ccc(N2CCN(C(=O)CCCC3=NS(=O)(=O)c4ccccc4N3)CC2)cc1,-14,26
COc1cccc(/C=N/NC(=S)Nc2cccnc2)c1,-9,21
N#C/C(=C\Nc1ccccc1SC(F)(F)F)c1nc(-c2ccc(F)cc2)cs1,1,9
CCCCOc1ccc(/C=N/NC(=S)Nc2cccc(C)c2C)cc1,-31,15
CCC(C)C(NC(=O)c1ccccc1NC(=O)c1ccco1)C(=O)NC1CCCCC1 (stereo unspecified),-36,37
O=C(C1CCN(S(=O)(=O)c2ccc(Cl)cc2)CC1)N1CCCC1,-15,8
CC(C)(C)c1cc(NC(=O)Nc2ccc(Cl)cc2Cl)no1,-20,27
COc1ccc(C2C3=C(CC(C)(C)CC3=O)Nc3nc(C)nn32)cc1OC (stereo unspecified),8,4
O=C1C[C@@H](c2ccc(O[C@@H]3O[C@H](CO)[C@@H](O)[C@H](O)[C@H]3O)cc2)Oc2cc(O)ccc21,2,12
COc1cccc(CN(C)C(c2ccccc2)c2ccccc2)c1OC,-20,7
CCOC(=O)N1CCN(Cc2nc(-c3cccc(Cl)c3)no2)CC1,-16,14
CSc1ccc(Cl)c(C(=O)OCC(=O)N2CCN(C(=O)c3ccco3)CC2)c1,-17,9
CC(=O)O[C@@H]1[C@@H](OC(C)=O)[C@H](n2ccc3cc([N+](=O)[O-])ccc32)OC[C@@H]1OC(C)=O,-30,20
CN(Cc1ccc(F)cc1)C(=O)CNC(=O)c1ccc2c(c1)OCO2,-2,16
CCC(CC)NC(=O)Cc1ccc(S(=O)(=O)N2CCOCC2)s1,-12,1
COCCCNC(=O)CSc1nc2ccc(N3CCOCC3)cc2c(=O)n1CCc1ccccc1,-11,17
Cc1cc(SCc2ccc(Cl)cc2)nc(=O)[nH]1,-18,13
Cc1ccc(OCC(=O)OCC(=O)c2c(N)n(C)c(=O)n(C)c2=O)cc1C,-2,9
OCCNc1nc(NCCC2=CCCCC2)nc(N2CCOCC2)n1,6,21

# (continued)
SMILES,OX1R antag-1,OX1R antag-2
COc1ccc2nc(NC(=O)CS(=O)(=O)c3ccc(C)cc3)sc2c1,-4,36
Cc1cc(-c2ccccc2)nc2cc(C(=O)NCc3ccco3)nn12,-36,14
COc1ccc(CCNC(=O)Nc2ccc3c(c2)OCO3)cc1OC,-4,16
CCN(CC)S(=O)(=O)c1ccc(NC2c3ccccc3C(=O)N2Cc2ccco2)cc1 (stereo unspecified),-20,3
CC(=O)Nc1ccc(S(=O)(=O)Oc2ccc(C(=S)N3CCC(O)CC3)cc2)cc1,-10,9
CCOC(=O)N1CCN(S(=O)(=O)c2ccc3c(c2)C(C)C(=O)N3)CC1 (stereo unspecified),3,2
CCC(Sc1ccccc1C(=O)O)C(=O)O (stereo unspecified),-17,6
Cc1ccc(S(=O)(=O)NCc2cccnc2)cc1,-9,7
COc1ccc(C(NC(=O)CNC(C)=O)C(=O)Nc2ccc3c(c2)OCCO3)cc1 (stereo unspecified),2,8
O=S(=O)(CCSc1nc2ccccc2s1)c1nc2ccccc2s1,16,53*
Cc1ccc(S(=O)(=O)N2CCCCC2C(=O)N2CCN(Cc3ccccc3)CC2)cc1 (stereo unspecified),-37,21
Cc1cccc2c1cnn2C(=O)Nc1ccccc1Br,13,12
Cn1nc(-c2ccc(Cl)cc2)c2cc(C(=O)NCc3ccco3)sc21,-20,57*
COC(=O)c1ccc(Cl)c(NC(=O)CN2CCC(C)CC2)c1,-23,13
Cc1ccc(S(=O)(=O)N(C)CC(=O)O/N=C(\N)c2cccnc2)cc1,-16,10
Cc1ccc(C(=O)NCC2CCCO2)cc1[N+](=O)[O-] (stereo unspecified),-3,33
CCc1cc(C(=O)Cc2cnn(-c3ccccc3)c2)c(O)cc1O,5,6
Cc1ccc(CN2CCN(Cc3ccccc3-c3ccco3)CC2CCO)o1 (stereo unspecified),-27,20
CCN1CCN(C(=O)CN(CC)S(=O)(=O)c2ccc(Cl)cc2)CC1,-22,7
O=C1CN(C(=O)COC(=O)CNC(=O)c2ccc(Br)o2)c2ccccc2N1,4,23
O=C(N/N=C/c1ccc([N+](=O)[O-])s1)c1ccccc1Br,-6,17
CCc1ccc(NC(=O)c2[nH]c(C)c(C(C)=O)c2C)cc1,-10,23
CCN1CCN(C(=O)C2c3cc(OC)c(OC)cc3C(=O)N3CCc4ccccc4C23)CC1 (stereo unspecified),-13,9
COc1cc(-c2nc(Cc3ccccc3Cl)no2)cc(OC)c1OC,-39,12
O=C1NN(c2ccc(F)c(Cl)c2)C(=O)/C1=C\c1cccc(OC(=O)c2cccs2)c1,2,11

# More compounds.
SMILES,OX1R antag-1,OX1R antag-2
Cc1onc(-c2ccccc2)c1C(=O)OCC(=O)Nc1ccc(C#N)cc1,8,11
Cc1noc(C)c1C(=O)NCc1ccccc1,-20,7
Cc1nc(P(=O)(c2ccccc2)c2ccccc2)c(N2CCOCC2)o1,-31,14
COC(=O)c1scc(C#N)c1N/N=C(\C#N)S(=O)(=O)c1ccc(Cl)cc1,5,12
O=C(CN1CCCCC1)Nc1ccc(N2CCCCCC2)cc1,-12,4
Cc1cccc(N2CCN(C(=O)CNC(=O)c3cccc([N+](=O)[O-])c3)CC2)c1C,-10,11
COc1ccc(Cl)cc1N(CC(=O)NC1CC1)S(=O)(=O)c1ccc(C)c([N+](=O)[O-])c1,-25,17
CCCNC(=O)NC(=O)COc1ccc2oc3ccccc3c2c1,-10,52
COc1cccc(C(=O)NCCS(=O)(=O)NC(C)CCc2ccccc2)c1 (stereo unspecified),-28,25
Cc1cc(C(=O)NC2CCCC2)c2ccccc2n1,-24,5
Cc1cccc(S(=O)(=O)c2c(N)n(-c3ccccc3)c3nc4ccccc4nc23)c1,5,3
Cc1ccc(Cl)cc1N1CCN(CC(=O)NC2CCCc3ccccc32)CC1 (stereo unspecified),-43,8
Nc1nc2ccccc2n1/N=C/c1ccc([N+](=O)[O-])s1,-4,78*
Cc1ccc(S(=O)(=O)N2CCCC2C(=O)OCc2nc3sc(C)c(C)c3c(=O)[nH]2)cc1 (stereo unspecified),-3,9
CC(=NNC(=O)CCC(=O)Nc1ccccc1Cl)c1ccco1,-12,5
Cc1cccc2c1NC(=O)C21OCC(CO)([N+](=O)[O-])CO1 (stereo unspecified),1,4
CCOc1ccc(N2CSC(=S)N(c3ccc(OCC)cc3)C2)cc1,7,-5
Oc1ccccc1C1OCC2(CO1)COC(c1ccccc1O)OC2 (stereo unspecified),-1,6
Cc1ccccc1C(OCC(O)CN1CCN(CCO)CC1)c1ccccc1 (stereo unspecified),-4,-6
CC[C@@]1(C(=O)OC)N[C@H](CN(C)C(=O)Nc2ccc(C(F)(F)F)cc2)[C@@H]2C(=O)N(C)C(=O)[C@@H]21,-32,2
Cc1ccc2oc(-c3ccco3)cc(=O)c2c1,-14,43

# Retrieved by compound from the list above (7):
SMILES,OX1R antag-1,OX1R antag-2
O=C(NC(Cc1ccccc1)C(=O)O)/C(=C\c1ccco1)NC(=O)c1ccc(Br)cc1 (stereo unspecified),-3,32
COC(=O)/C(=N/Nc1ccccc1C)N1CCCc2ccccc21,-10,10
COc1ccc(NC2CCCN(C(=O)CCc3cn[nH]c3)C2)cc1 (stereo unspecified),0,34
COC(=O)c1nnn(-c2nonc2N)c1CSc1nnc(N)s1,5,9
Cc1ccnc2nc(C(=O)OCC(=O)N3CCc4ccccc43)nn12,-6,9
CC(=NNC(=O)CCC(=O)Nc1ccccc1Cl)c1ccco1,-12,5
CN(Cc1ccc(F)cc1)C(=O)CNC(=O)c1ccc2c(c1)OCO2,-2,16

# Screening data as filed in PubChem BioAssay.
